C2C12 statin = suppressors of statin myotoxicity in C2C12 myotubes, primary screen, cell-based, single point, plate reader; C2C12 myotubes + simvastatin, ATP luminescence, 48 h; scaled: DMSO 0, geranylgeraniol control 100; rescue of ATP level, % at 7.49 µM; 0.78% of 330,000 active; AID 602340, 2012;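 active = mean ATP rescue above about 67%, or every replicate alone reaching that limit, limit read from the data, passing the limit was not always enough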;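 note: myotubes were challenged with 10 µM simvastatin during compound exposure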
miR122 inh = miR-122 Renilla sensor signal increase in Huh7, primary screen, miR-122 inhibitor project, cell-based, single point, plate reader. Huh7 miR-122 Renilla luciferase sensor, 48 h; neutral wells = 0, positive control = 100. activation (reporter increase), % at 12.5 µM. 0.3% of 340,000 active;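 active = mean replicate activation score at least 90 and every replicate individually at or above 90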;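 note: higher luciferase means less miR-122 activity so hits act as miR-122 inhibitors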
FN deposition inh = inhibitors of fibronectin matrix deposition, primary screen, AH1F cells, Alexa488-fibronectin fluorescence, plate reader. AH1F fibroblasts, overnight. inhibition, % at 12.6 µM. 0.086% of 350,000 active. AID 743247, 2014;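 active = mean inhibition across replicates of 30% or more, regardless of how many single replicates reach that level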;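 note: positive control wells lacked labelled fibronectin entirely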
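Material: AH1F fibroblast monolayer depositing Alexa488-labelled fibronectin into matrix | Input: 10000 AH1F cells/well | Medium: DMEM plus 2% serum, read in PBS | Reagent: Alexa488-fibronectin, 24 nM final in well | Compound dosing: One dose per compound, pinned | Schedule: 1 h adhesion, overnight exposure | Measured by: Fluorescence at 485 nm excitation, 525 nm emission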
Cneo AK release = Cryptococcus neoformans cell lysis inducers, primary screen, AK release luminescence, single concentration; C. neoformans lysis, adenylate kinase release luminescence, 4 h; normalised: neutral wells 0, clomiphene wells 100; lysis activity, % at 15 µM; 0.2% of 360,000 active; AID 651654, 2012;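 active = mean lysis activity across replicates of at least 80%, whatever share of replicates individually reach that level; inactive = mean lysis activity below 80%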
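Assay system: Cryptococcus neoformans yeast cells / Dosing: single-point compound dose / Timing: 4 h at 37 °C static, read 1 h later / Measured by: luminescence of released adenylate kinase using an AK detection reagent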
PglD DTNB = C. jejuni PglD acetyltransferase inhibitors, primary screen, biochemical, DTNB colorimetric, single point | UDP-N-acetylbacillosamine N-acetyltransferase PglD (Campylobacter jejuni) | purified PglD enzyme, DTNB colorimetric CoA detection | inhibition, % at 12.5 µM | 0.098% of 360,000 active | AID 602405, 2012; in the data active = inhibition above about 16%, passing the limit was not always enough; note: strong numbers were not always called active
INS-1E GSIS act = GLuc luminescence reporter in INS-1E cells, primary screen for activators of glucose-dependent secretion of insulin; INS-1E GLuc reporter insulin secretion, 2-3 h; activation, % at 16.6 µM; 0.61% of 370,000 active; AID 743287, 2014;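 active = lowest replicate activation of at least 40%, so every replicate reaches that level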;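 note: 0% = median of neutral control wells and 100% = median of IBMX positive control wells; some compounds called inactive have numbers as strong as hits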
F508del corr = F508del CFTR correction, initial screen, CFBE line, single point | CFBE cells, YFP halide quenching; stimulated with forskolin plus potentiator P3; % fluorescence drop versus neutral controls | activity (quench increase), % at 7.58 µM | 0.36% of 350,000 active | AID 720511, 2013;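 active = mean added fluorescence quench of at least 8% versus neutral control, with both replicates also reaching 8%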;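 note: cells transiently co-express mutant CFTR-F508del with the halide-sensitive YFP; corrector assay measuring rescue of mutant channel to the surface after 24 h compound exposure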
PGC1a acetyl inh = inhibitors of PGC1a acetylation signal, primary screen, cell-based, U2OS, AlphaScreen, inhibitor mode. AlphaScreen anti-acetyl-lysine; with virally co-expressed GCN5 acetyltransferase. AID 651687, 2012. 0.17% of 350,000 active. inhibition, % at 15.6 µM;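 active = every replicate shows inhibition of at least 40%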;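 note: 0% = neutral control wells and 100% = positive control wells; some results beyond the cut were filed as inactive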
* hit, by the source's call; · = no result given; [ ] = dose if it differs, or a comment.

SMILES | C2C12 statin | miR122 inh | FN deposition inh | Cneo AK release | PglD DTNB | INS-1E GSIS act | F508del corr | PGC1a acetyl inh
C[C@@H]1CN([C@H](C)CO)C(=O)c2cccc(NS(=O)(=O)c3ccccc3)c2O[C@@H]1CN(C)C(=O)Nc1ccc(C(F)(F)F)cc1 | 3 | -1[16.7 µM] | · | 0 | -1 | -16 | -0.6 | -4
CC(C)C[C@H](NC(=O)c1nc[nH]c1C(=O)N1CCN(C(=O)OC(C)(C)C)CC1)C(=O)OCc1ccccc1 | 9 | · | -2 | 2 | 0 | -33 | -1.9 | ·
O=C(COC(=O)C(Cc1ccccc1)NC(=O)c1cccs1)NCc1ccccc1 (stereo unspecified) | 1 | · | 0 | 0 | 13 | -43 | -4.0 | ·
Cc1ccc(N=Cc2ccc(N(C)C)cc2)cc1 | 35 | 3 | · | 5 | -1 | · | · | -9
COc1ccc2ccccc2c1C(O)c1nccn1C (stereo unspecified) | 10 | 1 | -6 | 3 | 4 | · | · | 0
O=C(CSc1nnnn1C1CCCCC1)Nc1ccc2c(c1)OCO2 | 5 | 4 | · | 0 | 4 | · | · | -12
Cc1ccc(C)c(S(=O)(=O)C(C#N)c2nc3ccccc3nc2N2CCOCC2)c1 (stereo unspecified) | 4 | 7 | · | -3 | -1 | · | · | ·
O=C1c2ccccc2C(=O)N1CCOc1ccccc1Br | · | 0 | 1 | 0 | 5 | 7 | 0.3 | 9
CN(Cc1ccccc1)C(=O)c1csc([C@H]2C[C@H](O)[C@@H](CO)O2)n1 | -3 | 1 | 2 | 0 | -7 | 1 | 0.2 | 6
COc1ccccc1NC(=O)c1nn(-c2ccc(Cl)cc2)ccc1=O | · | -4 | · | 0 | -1 | · | · | -4
COc1ccc(CN2C(=O)c3cccnc3C2=O)cc1S(=O)(=O)N(C)c1ccc(C)cc1 | 21 | -1 | 5 | 3 | -1 | -2 | -3.8 | 2
COC(=O)c1[nH]c2cc(OC)c(OC)cc2c1/C=N/Nc1ccccc1 | -5 | · | -1 | · | · | -11 | 0.6 | ·
Cc1ccc(S(=O)(=O)N(C)C[C@H]2OCCCC[C@H](C)Oc3ccc(NC(=O)Nc4ccccc4)cc3C(=O)N([C@H](C)CO)C[C@@H]2C)cc1 | · | 9[16.7 µM] | -8 | 1 | 1 | 8 | -1.6 | 5
CCCc1c(O)c2ccccc2n(-c2ccccc2)c1=O | 4 | 1 | · | 2 | 1 | · | · | -6
COC(=O)c1ccc(C2CC(=O)Nc3cc(OC)c(OC)c(OC)c32)cc1 (stereo unspecified) | 9 | 4 | · | 6 | -2 | -4 | · | -2
CCCNC(=O)c1noc2c1CCc1cc(OC)ccc1-2 | -6 | -12 | -4 | -9 | -4 | -5 | -2.1 | -9
COC(=O)c1ccc(OC(=O)c2ccco2)cc1 | 12 | -6 | -7 | -3 | 2 | · | · | 2
COCC(=O)NC[C@@H]1[C@H](c2ccccc2)[C@H](CO)N1C(=O)c1ccccc1 | 11 | -8[16.7 µM] | 11 | -1 | 8 | -7 | -1.2 | 3
Cc1nc(C(=O)NC2CC2)sc1C1(C)CC(c2ccccc2)=NO1 (stereo unspecified) | 20 | 1 | 16 | -3 | 2 | -8 | -0.2 | -11
O=C(N/N=C/c1cccc(O)c1)c1ccccc1O | · | · | 2 | · | · | 0 | 0.4 | 6
Cc1ccc(CNc2nnnn2C)cc1 | -1 | -2 | 3 | 1 | 1 | 10 | -0.2 | ·
CNC(=O)CO/N=C/c1ccc(N(C)C)cc1 | · | -3 | 4 | · | · | 11 | -5.5 | 40
COc1ccc(CC(=O)Nc2ccc(-c3cn4cccc(C)c4n3)cc2)cc1OC | -8 | -21 | · | 1 | 0 | · | · | -13
O=C(CSc1nnc(-c2ccco2)n1Cc1ccccc1)OC1CCCCC1 | 11 | 6 | · | 4 | 0 | -2 | · | 7
CCc1nc(C)cn1S(=O)(=O)c1cc(C)c(OC)c(C)c1C | -10 | · | · | -1 | 4 | · | · | -5
CSCC[C@H](NC(=O)[C@H](Cc1ccccc1)n1c(=O)[nH]c2ccccc2c1=O)C(=O)N1CCC(C(=O)O)CC1 | -7 | -4 | · | -2 | -3 | 11 | -0.4 | -1
Cc1ccccc1-c1nc2sc(C)c(C)c2c(=O)o1 | 0 | -2 | 1 | 0 | 0 | · | -1.0 | -3
O=C(COC(=O)CCc1ccccc1)Nc1ncc(Cl)cc1Cl | 6 | 3 | -2 | -1 | 2 | 23 | · | 4
CCOC(=O)c1cnc(SCCN2CCOCC2)nc1N | 3 | -3 | · | -4 | -3 | 15 | · | 2
CCOc1ccc(NC(=O)c2ccc(N3CC4CC(C3)c3cccc(=O)n3C4)c(NC(=O)c3ccncc3)c2)cc1 (stereo unspecified) | -19 | -3 | 9 | 1 | -7 | -14 | -4.0 | 4
C[C@H]1CCCCO[C@H](CN(C)C(=O)CCCN(C)C)[C@@H](C)CN([C@@H](C)CO)C(=O)c2cc(NC(=O)Nc3ccccc3)ccc2O1 | · | 8[16.7 µM] | -1 | 0 | -1 | 2 | -1.6 | 3
O=C(C[C@H]1CC[C@H]2[C@@H](COC[C@@H](O)CN2Cc2nccs2)O1)NCc1ccc(-c2ccccc2)cc1 | 11 | -3[16.7 µM] | -1 | 1 | 1 | -12 | 2.4 | -5
O=C(COC(=O)Cc1c[nH]c2ccccc12)Nc1ccccc1 | 8 | 8 | 2 | · | · | -2 | · | ·
COc1ccc(CCNC(=O)Cn2nnc(-c3ccccc3F)n2)cc1OC | 3 | -2 | · | · | · | 12 | -1.0 | ·
CCOC(=O)c1c(C(F)(F)C(F)(F)C(F)(F)C(F)(F)F)n[nH]c1C | -16 | -5 | 1 | 1 | 1 | · | · | 2
O=C(Nc1cc(F)ccc1F)N[C@H]1CC[C@@H](CCn2cc(C3CCCC3)nn2)O[C@H]1CO | · | · | -5 | · | · | -18 | -0.7 | -1
O=C(c1cc2cc(Br)ccc2oc1=O)N1CCN(c2ccccn2)CC1 | -9 | -1 | 2 | 1 | 1 | 9 | · | 14
CCOc1c2ccc(C(=O)NCCCCc3ccccc3)cc2nn1C | -4 | · | 5 | 11 | -4 | · | 3.2 | ·
CCn1c(SCC(=O)Nc2ccc3c(c2)OCCO3)nnc1-c1ccco1 | 26 | -1 | · | -15 | 1 | 9 | 1.4 | 3
Cc1cc(C)n(-c2nc3ccccc3n3cnnc23)n1 | 1 | -7 | -11 | -1 | -7 | · | · | -7

Some of the entries so far, with two lines to a compound:
Order of values – C2C12 statin	miR122 inh	FN deposition inh	Cneo AK release	PglD DTNB	INS-1E GSIS act	F508del corr	PGC1a acetyl inh
O=C(COC(=O)Cc1c[nH]c2ccccc12)Nc1ccccc1
 : 8	8	2	·	·	-2	·	·
COc1ccc(CCNC(=O)Cn2nnc(-c3ccccc3F)n2)cc1OC
 : 3	-2	·	·	·	12	-1.0	·
CCOC(=O)c1c(C(F)(F)C(F)(F)C(F)(F)C(F)(F)F)n[nH]c1C
 : -16	-5	1	1	1	·	·	2

Next entries.
SMILES | C2C12 statin | miR122 inh | FN deposition inh | Cneo AK release | PglD DTNB | INS-1E GSIS act | F508del corr | PGC1a acetyl inh
Cc1ccc(-c2nc3ccc(Cl)cn3c2Cc2ccccc2)cc1 | -19 | -3 | 13 | 4 | 1 | -12 | 3.5 | ·
N#Cc1ccc(OCC(=O)Nc2nc(-c3ccccn3)cs2)cc1 | 1 | -13 | -5 | 0 | 0 | 29 | 0.1 | ·
O=S(=O)(c1ccccc1)N1C[C@H]2[C@@H](c3ccccc31)[C@H](CO)N2Cc1ccc(F)cc1 | 47 | 20[16.7 µM] | · | 4 | 1 | -13 | -2.8 | -15
CN1CCN(C(=S)c2cn(CCOc3ccccc3F)c3ccccc23)CC1 | 2 | 7 | · | 22 | 0 | 3 | 1.9 | -7
Clc1ccc(SCCCN2CCCCC2)cc1 | -4 | -1 | -1 | 7 | -9 | 0 | -1.6 | 7
CCOc1ccc(CNC(=O)Nc2ccccc2)cc1 | 4 | -9 | 2 | -2 | -5 | 6 | 3.7 | 6
O=C(NC1CCCCC1)N1CCN(S(=O)(=O)c2ccc(F)cc2)CC1 | 5 | -7 | -13 | 0 | 12 | -13 | 1.9 | ·
CC(O)(c1cccnc1)c1nc(-c2ccc3c(c2)OCO3)cs1 (stereo unspecified) | 10 | -2 | · | -4 | 1 | 4 | -1.9 | -6
Cc1cc(NC(=O)CCCN2C(=O)/C(=C/c3cccs3)SC2=S)no1 | 1 | -4 | -1 | 0 | 11 | 39 | · | -1
Cc1cccc(NC(=O)NNC(=O)c2cc(-c3ccccc3Cl)nc3ccccc23)c1 | -17 | 71 | · | 1 | 10 | · | · | -6
Cc1csc(NC(=O)COc2ccc3c(C)cc(=O)oc3c2)n1 | -6 | -2 | · | 0 | -3 | -2 | 2.7 | 4
CN[C@@H](CO)C(=O)NC[C@H]1O[C@@H](n2cnc3c(N)ncnc32)[C@H](O)[C@@H]1O | 5 | -1 | 1 | 2 | 7 | -1 | -1.3 | 0
C[C@@H]1CN([C@H](C)CO)C(=O)Cc2cc(NC(=O)NC3CCCCC3)ccc2O[C@H]1CN(C)Cc1ccc(C(F)(F)F)cc1 | 27 | -3[16.7 µM] | 2 | 1 | 0 | -2 | 2.2 | -5
COc1ccc(C(=O)Nc2ccc(NC(=O)c3cnccn3)cn2)cc1 | 1 | -1 | · | 1 | -1 | 6 | 0.4 | 7
CCCCCCN1C=CC=C/C1=C/C=C(C#N)C#N | -4 | -11 | -12 | · | · | 29 | 0.7 | ·
CCC[C@H]1CN(c2ccccc2)C(=O)[C@@H]1CC(=O)Nc1ccccc1 | 9 | 17 | -1 | 1 | -2 | -11 | 4.1 | 0
COc1cc2c(cc1OC)C(c1cc3cc4c(cc3[nH]c1=O)OCO4)N(C(=O)C(C)C)CC2 (stereo unspecified) | 6 | -12 | · | -1 | -3 | 16 | -1.0 | 4
Cc1cc(NC(=O)CSc2nnc(CNC(=O)c3ccc(C(C)(C)C)cc3)o2)no1 | 10 | · | -7 | 2 | -1 | -7 | -0.6 | ·
CC1CCN(C(=O)c2ccc(NC(=O)c3cccs3)cc2)CC1 | -12 | · | 4 | 1 | -2 | 7 | 1.1 | ·

Profiles as entered above.
N#Cc1ccc(OCC(=O)Nc2nc(-c3ccccn3)cs2)cc1 across the screens: C2C12 statin: 1; miR122 inh: -13; FN deposition inh: -5; Cneo AK release: 0; PglD DTNB: 0; INS-1E GSIS act: 29; F508del corr: 0.1; PGC1a acetyl inh: ·
O=C(Nc1cc(F)ccc1F)N[C@H]1CC[C@@H](CCn2cc(C3CCCC3)nn2)O[C@H]1CO across the screens: C2C12 statin: ·; miR122 inh: ·; FN deposition inh: -5; Cneo AK release: ·; PglD DTNB: ·; INS-1E GSIS act: -18; F508del corr: -0.7; PGC1a acetyl inh: -1
CCn1c(SCC(=O)Nc2ccc3c(c2)OCCO3)nnc1-c1ccco1 across the screens: C2C12 statin: 26; miR122 inh: -1; FN deposition inh: ·; Cneo AK release: -15; PglD DTNB: 1; INS-1E GSIS act: 9; F508del corr: 1.4; PGC1a acetyl inh: 3

Source: PubChem

The order is random. Share with any hit: about 2.1%.
